Screens: PubChem BioAssay, National Center for Advancing Translational Sciences (NCATS)
MCF10A rerep – DNA re-replication induction in MCF 10a cells; MCF 10A DNA re-replication, Hoechst nuclear intensity, 48 h; Potency, µM (doses to about 46.1 µM), without a hit: at the top dose activity, positive = re-replication, actives largely listed as activators; actives 2.9% (n = 350,000); note: potency is the fitted concentration of half-maximal effect; % of control where 0% means no effect; nearly all actives have a fitted effect of over 50% in size
HT1080-NT tox – kills 2HG-producing HT-1080-NT fibrosarcoma cells; HT-1080-NT fibrosarcoma viability, CellTiter-Glo ATP luminescence, 48 h; Potency, µM (highest dose often 46.1 µM), for the others: top-dose activity, negative = less viability, hits mostly cytotoxic; actives 1.6% (n = 360,000); AID 686970;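 note: NT is the 2HG producing partner of a matched IDH1 knockdown line; potency is the fitted concentration of half-maximal effect; 0% = DMSO-treated cells and -100% = media-only wells without cells; nearly all actives have a fitted effect of over 55% in size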
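HT-1080-NT; 750 cells/well; 5% FBS RPMI; 48 h compound, 37 degrees C; CellTiter-Glo luminescence; curve fitting and curve-class assignment.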
SW480 rerep – induces DNA re-replication in SW480 colon adenocarcinoma cells; SW480 DNA re-replication, Hoechst DNA content imaging, 48 h; Potency, µM (top dose mostly 46.1 µM), without a hit: top-dose re-replication activation, hits mostly activators; actives 1.8% (n = 340,000); AID 624297; note: potency is the fitted concentration of half-maximal effect; % of control where 0% means no effect; nearly all actives have a fitted effect of over 55% in size
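First, 250 cells per well were seeded. Next, compound or vehicle (23 nL) was pinned in, plates sat 48 hr at 37 C. Finally Hoechst was added for 40 min before fluorescence scanning.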
KB-V1 MDR tox – KB-V1 MDR subline cytotoxicity. actives 3.4% (n = 400,000). KB-V1 MDR cells viability, CellTiter-Glo, 72 h. Potency, µM (top dose mostly 46.1 µM), without a hit: at the highest dose activity change, negative = cytotoxicity, hits mostly cytotoxic. AID 1347076; note: potency is the fitted concentration of half-maximal effect; % is set by controls: 0 for no effect and ±100 for the full control effect; nearly all actives have a fitted effect of over 60% in size
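qHTS viability screen in drug-selected KB-V1 MDR cells: 72 h compound treatment at 37 degrees C, ATP luminescence end point.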
ATXN2 expr inh – reduces ATXN2 reporter expression in HEK-293 cells. HEK-293 ATXN2-luciferase reporter, luminescence, 24 h. Potency, µM (doses to about 57 µM), for the others: at the highest dose activity change, negative = inhibition, usual class: inhibitors. actives 0.72% (n = 360,000). AID 1745845; note: potency is the fitted concentration of half-maximal effect; % is set by controls: 0 for no effect and ±100 for the full control effect; nearly all actives have a fitted effect of over 55% in size
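qHTS (up to 57 uM final) was run with 24 h compound exposure of reporter cells at 37 °C. Each well was multiplexed: SteadyGlo luminescence measured ATXN2-luciferase expression after a fluorogenic Gly-Phe-AFC viability readout (25 uM final).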
ATXN viability – cell viability loss in ATXN counter-screen; S2 cells (HEK-293 line with an ATXN2-luciferase reporter) viability, CellTiter-Fluor protease fluorescence, 24 h; Potency, µM (titrated, usually from 56.7 µM), hits mostly cytotoxic; actives 0.49% (n = 400,000); note: potency is the fitted concentration of half-maximal effect; nearly all actives have a fitted effect of over 40% in size
KB-3-1 cytotox – kills parental KB-3-1 adenocarcinoma cells; KB-3-1 viability, CellTiter-Glo ATP luminescence, 72 h; Potency, µM (highest dose often 46.1 µM), for inactives: at the highest dose activity change, negative = cytotoxic, most hits filed as cytotoxic; actives 1.4% (n = 400,000); note: potency is the fitted concentration of half-maximal effect; % is set by controls: 0 for no effect and ±100 for the full control effect; nearly all actives have a fitted effect of over 60% in size
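Parental KB-3-1 viability, qHTS format: 72 h compound exposure, 37 °C; CellTiter-Glo; media-only wells and DMSO plates as controls; concentration-effect fits on corrected data.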
HT1080 IDH1KD tx – toxicity to HT-1080 IDH1 knockdown cells (counter line); Potency, µM (top dose mostly 46.1 µM), for inactives: top-dose activity, negative = toxicity, usual class: cytotoxic; AID 686971; HT-1080 IDH1 knockdown viability, ATP luminescence, 48 h; actives 2% (n = 360,000);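 note: potency is the fitted concentration of half-maximal effect; 0% = DMSO wells and -100% = cell-free medium wells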
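Luminescent ATP read-out (CellTiter-Glo, 10 min at room temperature) after 48 h compound exposure at 37 °C gave viability of IDH1-knockdown HT-1080 cells. Activity was normalised to DMSO and cell-free wells, then fitted as concentration-response curves.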
IL-1B inflam inh – blocks inflammasome-driven IL-1 beta release | THP-1 LPS/ATP IL-1B secretion, AlphaLISA, 16 h; hits give low values | activity change, % at 57.5 µM | actives 4.7% (n = 360,000); in the data active = activity change below about -50%; inconclusive = mostly about -30% to -49%; note: % is set by controls: 0 for no effect and ±100 for the full control effect
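Secreted IL-1B measured by AlphaLISA bead assay after 16 h compound exposure of THP-1 cells; compounds (final up to 57.5 uM) added 1 h before LPS (250 ng/mL) and ATP (1.25 mM) stimulation; lower signal means less secretion.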
The depositor's hits bear a star; i = inactive; ? = inconclusive; nt = not tested or not shown; & = joins results of further samples; ! = a repeat was not active; [ ] = remark or other dose. Unless noted, calls come from the whole dose curve; as a rule, active = well fitted curve in the direction sought with a large enough effect; inconclusive = small, poorly fitted or top-dose-only effect, or another doubt; inactive = no such curve, though single readings can be large; an effect the other way counts as inactive or inconclusive. Not a hit list. Share with any hit: about 11%.

1. CCOC(=O)Cn1c(=O)oc2cc(S(=O)(=O)N3CCN(c4ccc(Cl)cc4)CC3)ccc21
2. COc1ccc(NC2c3ccccc3C(=O)N2Cc2ccccc2Cl)cc1OC (stereo not given)
3. CNc1ncnc2c1ncn2[C@H]1CN(Cc2ccncc2)C[C@@H](CO)O1
4. CCOC(=O)N1CCN(C(=O)c2cc3c(-c4cccc(OC)c4)nn(C)c3s2)CC1
5. COc1cc(OC)c(NC(=O)C(C)n2c(=O)cc(-c3ccccc3)c3c(C)nn(C)c32)cc1Cl (stereo not given)
6. O=C(NNc1c(Cl)cc(Cl)cc1Cl)c1cccc([N+](=O)[O-])c1
7. CC(C)C(N)c1csc(Nc2ccc(C(=O)N(C)Cc3ccccc3)cn2)n1 (stereo not given)
8. Cc1cc(C)nc(/N=C2\NC(=O)CC(C(=O)O)N2c2ccc(Oc3ccccc3)cc2)n1 (stereo not given)
9. CCC(CC)c1nnc(NC(=O)CN2C(=O)NC3(CCCC3)C2=O)s1
10. O=S(=O)(N1CCCCC1)N1CCN(c2ccccc2F)CC1
assay / compound,1,2,3,4,5,6,7,8,9,10
MCF10A rerep,nt,0%,nt,15%,nt,5%,nt,2%,-3%,-5%
HT1080-NT tox,nt,-8%,7%,-9%,nt,-4%,15µM*,-1%,6%,6%
SW480 rerep,nt,-2%,nt,23%,nt,-6%,nt,5%,-3%,9%
KB-V1 MDR tox,-4%,-20%,6%,?,12%,?,4%,15%,?,-16%
ATXN2 expr inh,-9%,-6%,11%,1%,9%,8%,-31%,1%,3%,-12%
ATXN viability,i,i,i,i,i,i,?,i,?,i
KB-3-1 cytotox,0%,-10%,0%,-10%,-13%,13%,0%,0%,19%,-9%
HT1080 IDH1KD tx,nt,-16%,2%,-16%,nt,5%,15µM*,-14%,0%,-19%
IL-1B inflam inh,nt,0,40,-67*,nt,-27,0,13,0,0

11. CC(c1ccccc1)n1c(SCC(=O)Nc2ccccc2)n[nH]c1=O (stereo not given)
12. CCCOc1cc(CN2CCCCC2)cc(C(C)=O)c1
13. Cc1ccc(S(=O)(=O)NCC(=O)N(CC(=O)NC2CCCCC2)Cc2ccco2)cc1
14. O=C(N/N=C/c1ccc([N+](=O)[O-])o1)c1cccc(S(=O)(=O)N2CCOCC2)c1
15. COC(=O)c1sccc1-c1ccc(/C=N/OCc2c(Cl)cccc2Cl)o1
16. Cc1ccc(S(=O)(=O)Nc2nonc2C)cc1
17. Cc1nn(Cc2ccc(Cl)c(Cl)c2)c(C)c1NC(=O)c1noc2c1CCCCC2
18. O=C(c1ccc(N2C(=O)C3C4c5ccccc5C(c5ccccc54)C3C2=O)cc1)N1CCOCC1 (stereo not given)
19. CCOc1cc(C2C(C(=O)OC)=C(C)N=C3SCCC(=O)N32)ccc1OC(C)=O (stereo not given)
20. COc1ccc2oc(=O)c(C(=O)NCc3ccco3)cc2c1
assay / compound,11,12,13,14,15,16,17,18,19,20
MCF10A rerep,-1%,-3%,19%,-1%,10%,7%,0%,4%,4%,-11%
HT1080-NT tox,-12%,9%,-3%,9%,2%,-6%,-3%[9.24 µM],-4%,-5%,-1%
SW480 rerep,-4%,-1%,2%,-3%,-23%,-6%,-5%,-1%,1%,-1%
KB-V1 MDR tox,-2%,-1%,0%,10%,-4%,-1%,-10%,-8%,0%,13%
ATXN2 expr inh,-6%,2%,-11%,-8%,nt,-13%,-22%,0%,1%,9%
ATXN viability,i,i,i,?,nt,i,i,i,i,i
KB-3-1 cytotox,-5%,2%,-13%,?,4%,-7%,2%,11%,10%,-1%
HT1080 IDH1KD tx,-26%,9%,3%,3%,1%,11%,-14%,1%,-1%,?
IL-1B inflam inh,31,18,-11,0,-4,0,-19,17,29,-5

Ordered by SMILES length (largest number first): part of the list above.
13. Cc1ccc(S(=O)(=O)NCC(=O)N(CC(=O)NC2CCCCC2)Cc2ccco2)cc1
19. CCOc1cc(C2C(C(=O)OC)=C(C)N=C3SCCC(=O)N32)ccc1OC(C)=O (stereo not given)
17. Cc1nn(Cc2ccc(Cl)c(Cl)c2)c(C)c1NC(=O)c1noc2c1CCCCC2
15. COC(=O)c1sccc1-c1ccc(/C=N/OCc2c(Cl)cccc2Cl)o1
16. Cc1ccc(S(=O)(=O)Nc2nonc2C)cc1
assay / compound,13,19,17,15,16
MCF10A rerep,19%,4%,0%,10%,7%
HT1080-NT tox,-3%,-5%,-3%[9.24 µM],2%,-6%
SW480 rerep,2%,1%,-5%,-23%,-6%
KB-V1 MDR tox,0%,0%,-10%,-4%,-1%
ATXN2 expr inh,-11%,1%,-22%,nt,-13%
ATXN viability,i,i,i,nt,i
KB-3-1 cytotox,-13%,10%,2%,4%,-7%
HT1080 IDH1KD tx,3%,-1%,-14%,1%,11%
IL-1B inflam inh,-11,29,-19,-4,0

(more compounds)
21. CC(C)(C)c1ccc(NC(=O)C2CCCN(c3cnccn3)C2)cc1 (stereo not given)
22. C=CCC(NC(C)c1ccccc1)c1ccco1 (stereo not given)
23. Cn1c(CNC(=O)OC(C)(C)C)nnc1SCC(=O)N1CCOCC1
24. CC(C)(C)c1ccc(S(=O)(=O)NCC(=O)Nc2ccc(-c3nc4ccccc4s3)cc2)cc1
25. Cc1nn2c3c(cnc2c1-c1ccc(Cl)cc1)C(=O)CC(c1ccco1)C3 (stereo not given)
26. OC(CN1CCN(c2ncc(C(F)(F)F)cc2Cl)CC1)c1ccccc1 (stereo not given)
27. CN(C)/C=C(/C(=O)c1ccc(Cl)cc1Cl)S(=O)(=O)c1ccccc1
28. O=C(COC(=O)C12CC3CC(CC(Cl)(C3)C1)C2)Nc1ccccc1
29. Cc1ccc(S(=O)(=O)Nc2c(C)n(C)n(-c3ccccc3)c2=O)cc1
30. CC(C)Oc1ccc(C(=O)Nc2ccc(N3CCCCC3)cc2)cc1
assay / compound,21,22,23,24,25,26,27,28,29,30
MCF10A rerep,12%,3%,0%,?,5%,-13%,14%,-3%,-1%&10%,6%
HT1080-NT tox,2%,9%,-6%,?,-1%,-22%,7%,10%,?,-2%
SW480 rerep,?,-2%,1%,25%,2%,6%,0%,8%,-13%&-1%,-3%
KB-V1 MDR tox,2%&4%,-6%,0%,0%,5.8µM*,-10%,18%,-4%,-1%&-8%,25%
ATXN2 expr inh,-18%&-13%,-7%,-21%,25%,2%,nt,24%,2%,2%&5%,0%
ATXN viability,i,i,i,i,i,i,i,i,i,i
KB-3-1 cytotox,1%&-9%,3%,-15%,-1%,-19%,-17%,25%,18%,13%&-1%,13%
HT1080 IDH1KD tx,-1%,-13%,-2%,?,-2%,9%,-2%,6%,12%&1%,-4%
IL-1B inflam inh,-11,-9,24,-2,-8,4,7,6,9&17,-2

31. Clc1ccc(C=NN2CCCCCC2)c(Cl)c1
32. CC(=O)c1cccc(NC(=O)C2CCCCC2)c1
33. O=C(COC(=O)c1ccc(Cl)c(S(=O)(=O)N2CCCC2)c1)NC1CCCCC1
34. CC(CNC(=O)Cn1ccc2cc(S(=O)(=O)N3CCCC3)ccc21)c1ccccc1 (stereo not given)
35. CCCc1ccc(C(O)c2ncc(-c3cccc(F)c3)[nH]2)cc1 (stereo not given)
36. CC(=O)Nc1c(O)nc(SCC(=O)Nc2sc3c(c2C#N)CCCCCC3)[nH]c1=O
37. CC1(NC(=O)Nc2cc([N+](=O)[O-])ccc2O)CCS(=O)(=O)C1 (stereo not given)
38. O=C(C1COc2ccccc2O1)N1CCN(c2ccc([N+](=O)[O-])cc2)CC1 (stereo not given)
39. COc1ccc(C(=O)Nc2ccc(Cl)cc2F)cc1S(=O)(=O)N1CCCC1
40. CCN(CC(=O)Nc1ccc2c(c1)OCCO2)Cc1cc(=O)oc2cc(C)c(C)cc12
assay / compound,31,32,33,34,35,36,37,38,39,40
MCF10A rerep,0%,8%,-1%,28%,nt,0%,-5%,-1%,24%,1%
HT1080-NT tox,11%,10%,8%,-11%,?,7%,6%[9.24 µM],-1%,3%,0%
SW480 rerep,-1%,-5%,-32%[inhibitor],5%,nt,5%,-36%[inhibitor],0%,-1%,1%
KB-V1 MDR tox,25%,6%,7%,-22%,0%,?,8%,-28%,-7%,5.2µM*
ATXN2 expr inh,8%,4%,-20%,-6%,4%,7%,8%,-16%,-14%,6%
ATXN viability,i,i,i,i,i,i,?,i,i,i
KB-3-1 cytotox,-5%,9%,4%,-11%,0%,7%,3%,?,3%,1%
HT1080 IDH1KD tx,23%,21%,5%,-1%,?,-8%,-3%,-13%,-1%,-19%
IL-1B inflam inh,-19,1,0,8,22,15,-2,-84*,-1,-15

41. O=C(CCN1CCN(c2ccccc2)CC1)N/N=C/c1ccc([N+](=O)[O-])o1
42. O=C(C1CC(=O)N(c2ccc3c(c2)OCCO3)C1)N1CCN(c2ccccc2)CC1 (stereo not given)
43. COc1cc(-c2c(-c3ccc4c(c3)OCO4)noc2C)ccc1F
44. CC(C(=O)Nc1ccc2c(c1)OCO2)c1ccc([N+](=O)[O-])cc1 (stereo not given)
45. Cc1ccc2sc(NC(=O)CN3C(=O)c4ccccc4C3=O)nc2c1C
46. CC(C)(C)NC(=O)Cn1c(SCC(N)=O)nc2ccccc21
47. COc1cc(NC(=O)COC(=O)CNC(=O)C23CC4CC(CC(C4)C2)C3)cc(OC)c1
assay / compound,41,42,43,44,45,46,47
MCF10A rerep,?,0%,21µM*,0%,14%,?,10%
HT1080-NT tox,-13%,16%,?,-14%,0%,7%,-1%
SW480 rerep,27%,-11%,?,-17%,0%,?,-8%
KB-V1 MDR tox,?,?,5.8µM*!,-16%,?,15%,15%
ATXN2 expr inh,?,?,-20%,-7%,7%,2%,2%
ATXN viability,i,i,i,i,i,i,i
KB-3-1 cytotox,?,4%,3.3µM*!,-8%,11%,-6%,2%
HT1080 IDH1KD tx,?,15%,?,-12%,9%,4%,-2%
IL-1B inflam inh,28,-16,-22,-15,-11,-1,4
